Compound activity: PubChem BioAssay, Broad Institute
NSD2 block: blocks human NSD2 histone methyltransferase activity; 44,000 tested, 0.07% active; O96028; inhibition, % at 12.5 µM; NSD2-SET H3K36me1 DELFIA fluorescence, biochemical; in the data active = inhibition above about 54%, passing the limit was not always enough; inconclusive = no clear call, values can overlap the other calls;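 note: inhibitors reduce the monomethyl H3K36 fluorescence signal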
Target sequence (O96028 whole entry, looked up): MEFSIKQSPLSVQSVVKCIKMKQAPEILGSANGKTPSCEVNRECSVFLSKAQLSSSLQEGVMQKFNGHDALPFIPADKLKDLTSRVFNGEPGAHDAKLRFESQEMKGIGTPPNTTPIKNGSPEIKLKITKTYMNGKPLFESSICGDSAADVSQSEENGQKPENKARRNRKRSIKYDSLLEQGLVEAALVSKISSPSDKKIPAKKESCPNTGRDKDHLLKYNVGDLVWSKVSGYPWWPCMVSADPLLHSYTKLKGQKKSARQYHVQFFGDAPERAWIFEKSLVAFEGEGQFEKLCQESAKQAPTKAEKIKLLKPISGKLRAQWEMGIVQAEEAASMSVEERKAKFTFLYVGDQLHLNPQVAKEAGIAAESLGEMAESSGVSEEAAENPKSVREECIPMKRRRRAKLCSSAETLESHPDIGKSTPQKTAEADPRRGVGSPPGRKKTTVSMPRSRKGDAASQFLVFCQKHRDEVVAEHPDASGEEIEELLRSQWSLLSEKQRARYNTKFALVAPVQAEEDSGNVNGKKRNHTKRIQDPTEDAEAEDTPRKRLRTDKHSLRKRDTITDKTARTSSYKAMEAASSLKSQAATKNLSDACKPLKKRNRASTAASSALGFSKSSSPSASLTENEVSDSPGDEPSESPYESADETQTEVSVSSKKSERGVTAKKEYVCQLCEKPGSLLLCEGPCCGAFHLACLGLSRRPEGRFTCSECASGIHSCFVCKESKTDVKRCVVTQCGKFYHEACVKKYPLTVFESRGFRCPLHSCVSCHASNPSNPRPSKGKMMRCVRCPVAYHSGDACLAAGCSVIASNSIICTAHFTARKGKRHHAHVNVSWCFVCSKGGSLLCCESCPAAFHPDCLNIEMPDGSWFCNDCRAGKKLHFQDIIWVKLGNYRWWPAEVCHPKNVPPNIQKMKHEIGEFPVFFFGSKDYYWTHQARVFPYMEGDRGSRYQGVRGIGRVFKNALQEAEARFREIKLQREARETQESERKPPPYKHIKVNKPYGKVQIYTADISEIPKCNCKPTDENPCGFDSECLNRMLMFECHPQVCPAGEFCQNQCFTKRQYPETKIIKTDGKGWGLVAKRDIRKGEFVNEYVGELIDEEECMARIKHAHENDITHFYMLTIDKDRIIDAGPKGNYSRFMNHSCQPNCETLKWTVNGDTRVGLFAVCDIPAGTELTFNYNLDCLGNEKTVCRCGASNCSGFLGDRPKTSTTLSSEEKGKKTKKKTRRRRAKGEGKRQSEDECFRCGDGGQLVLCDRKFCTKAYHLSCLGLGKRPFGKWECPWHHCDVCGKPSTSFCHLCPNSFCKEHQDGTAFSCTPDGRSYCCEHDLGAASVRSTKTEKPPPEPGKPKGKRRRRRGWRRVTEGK
An asterisk follows results filed as active; ? = inconclusive. A portion of the library; the hit share may differ from the screen's.

CNC[C@H]1Oc2c(NC(=O)c3cnccn3)cccc2C(=O)N([C@H](C)CO)C[C@@H]1C
  NSD2 block: -3
C[C@H]1CN([C@@H](C)CO)C(=O)c2cc(NC(=O)C3CCCCC3)ccc2O[C@@H]1CN(C)C(=O)NC1CCCCC1
  NSD2 block: 6
Cc1noc(C)c1S(=O)(=O)Nc1ccc2c(c1)C(=O)N([C@@H](C)CO)C[C@H](C)[C@H](CN(C)S(=O)(=O)c1c(C)noc1C)O2
  NSD2 block: -7
CCCN(C)C[C@H]1Oc2cc(C#C[C@H](C)O)ccc2S(=O)(=O)N([C@@H](C)CO)C[C@H]1C
  NSD2 block: -4
C[C@@H]1CN([C@H](C)CO)C(=O)c2cc(/C=C/c3ccccc3)cnc2O[C@H]1CN(C)S(=O)(=O)c1cccs1
  NSD2 block: -2
C[C@@H]1CN([C@H](C)CO)C(=O)c2cc(NS(=O)(=O)c3cn(C)cn3)ccc2O[C@@H](C)CCCCO[C@@H]1CN(C)Cc1ccncc1
  NSD2 block: -231
C[C@H]1CN([C@@H](C)CO)C(=O)Cc2cc(NS(=O)(=O)c3cccs3)ccc2O[C@@H]1CN(C)Cc1ccc(C(F)(F)F)cc1
  NSD2 block: -8
C[C@@H]1CCCCO[C@@H](CN(C)C)[C@H](C)CN([C@H](C)CO)C(=O)c2cc(NS(=O)(=O)c3cn(C)cn3)ccc2O1
  NSD2 block: ?
Cc1noc(C)c1NC(=O)Nc1ccc2c(c1)C(=O)N([C@H](C)CO)C[C@H](C)[C@@H](CN(C)Cc1ccc3c(c1)OCO3)OCCCC[C@H](C)O2
  NSD2 block: 3
C[C@@H]1CN([C@@H](C)CO)C(=O)c2cccc(NS(=O)(=O)c3ccc(Cl)cc3)c2O[C@@H]1CN(C)S(=O)(=O)c1ccccc1
  NSD2 block: -3
COC(=O)c1oc2c(c1C)-c1nc3ccccc3nc1C(C)(C)C2
  NSD2 block: 13
CCCC#Cc1ccc2c(c1)O[C@H](CN(C)C(=O)Nc1ccc(OC)cc1)[C@@H](C)CN([C@@H](C)CO)S2(=O)=O
  NSD2 block: -1
C[C@@H]1CN([C@@H](C)CO)C(=O)Cc2cc(NC(=O)CCC(F)(F)F)ccc2O[C@H]1CN(C)C(=O)Nc1ccc(F)cc1
  NSD2 block: 1
Cc1ccc(S(=O)(=O)N(C)C[C@@H]2Oc3ccc(NC(=O)NC(C)C)cc3CC(=O)N([C@@H](C)CO)C[C@@H]2C)cc1
  NSD2 block: 1
COc1ccccc1-c1cnc2c(c1)C(=O)N([C@H](C)CO)C[C@@H](C)[C@H](CN(C)C(C)=O)O2
  NSD2 block: 2

COc1cccc(NC(=O)N(C)C[C@H]2Oc3ncc(C4=CCCCC4)cc3C(=O)N([C@@H](C)CO)C[C@H]2C)c1
  NSD2 block: 0
C[C@@H]1CN([C@@H](C)CO)S(=O)(=O)c2ccc(C#Cc3cccc(F)c3)cc2O[C@@H]1CN(C)S(=O)(=O)c1cn(C)cn1
  NSD2 block: -20
C[C@@H]1CN([C@@H](C)CO)C(=O)c2cc(NC(=O)CCN3CCOCC3)ccc2O[C@H]1CN(C)C(=O)Nc1ccc(C(F)(F)F)cc1
  NSD2 block: 3
C[C@@H]1CN([C@@H](C)CO)C(=O)Cc2cc(NC(=O)Cn3cnnn3)ccc2O[C@@H]1CN(C)C(=O)NC1CCCCC1
  NSD2 block: 2
COC(=O)c1cccc(OC(C)C(=O)O)c1 (stereo not drawn)
  NSD2 block: 0
C[C@H]1CN([C@@H](C)CO)C(=O)c2cccc(NS(=O)(=O)c3cccs3)c2O[C@@H]1CN(C)Cc1ccc(-c2ccccc2)cc1
  NSD2 block: 1
COc1cc(/C(C)=C/C(C)(O)C(C)O)oc(=O)c1C (stereo not drawn)
  NSD2 block: 8
C[C@@H]1CN([C@@H](C)CO)C(=O)CCCn2cc(nn2)CO[C@H]1CN(C)S(=O)(=O)c1ccc(Cl)cc1
  NSD2 block: -2
C[C@H](NC(=O)C[C@H]1C=C[C@H](NC(=O)Cc2ccccn2)[C@@H](CO)O1)c1ccccc1
  NSD2 block: 2
C[C@@H]1CN([C@@H](C)CO)C(=O)c2cc(NS(=O)(=O)c3cn(C)cn3)ccc2O[C@@H]1CN(C)C(=O)Nc1ccccc1
  NSD2 block: 1
CC(C)C#Cc1ccc2c(c1)O[C@H](CN(C)C(=O)c1cnccn1)[C@@H](C)CN([C@@H](C)CO)S2(=O)=O
  NSD2 block: 5
C[C@H]1CN([C@@H](C)CO)C(=O)c2cc(NC(=O)Cc3ccccc3)ccc2O[C@@H]1CN(C)Cc1ccc(C(F)(F)F)cc1
  NSD2 block: 3
Cc1ccc(-c2ccc3c(c2)O[C@@H](CN(C)Cc2ccccc2)[C@H](C)CN([C@@H](C)CO)S3(=O)=O)cc1
  NSD2 block: -4
COc1ccc(NC(=O)Nc2cccc3c2O[C@@H](CN(C)S(=O)(=O)c2ccc(Cl)cc2)[C@H](C)CN([C@H](C)CO)C3=O)cc1
  NSD2 block: -4
COc1ccc(S(=O)(=O)N(C)C[C@H]2Oc3c(NS(=O)(=O)c4cn(C)cn4)cccc3C(=O)N([C@@H](C)CO)C[C@@H]2C)cc1
  NSD2 block: 1

CC(C)NC(=O)N(C)C[C@@H]1Oc2ncc(-c3cccc(C#N)c3)cc2C(=O)N([C@@H](C)CO)C[C@H]1C
  NSD2 block: 17
Cc1ccc(S(=O)(=O)Nc2ccc3c(c2)C(=O)N([C@@H](C)CO)C[C@H](C)[C@@H](CN(C)C)OCCCC[C@@H](C)O3)cc1
  NSD2 block: 0
C/C=C/c1cnc2c(c1)C(=O)N([C@@H](C)CO)C[C@@H](C)[C@@H](CN(C)C(=O)NC1CCCC1)O2
  NSD2 block: 6
Cc1noc(C)c1NC(=O)Nc1ccc2c(c1)C(=O)N([C@@H](C)CO)C[C@H](C)[C@H](CN(C)C(=O)NC1CCCCC1)O2
  NSD2 block: -1
CC(C(=O)Nc1cccnc1)N(c1ccc(Oc2ccccc2)cc1)S(C)(=O)=O (stereo not drawn)
  NSD2 block: 5
C[C@@H]1CN([C@H](C)CO)C(=O)Cc2cc(NC(=O)c3ccncc3)ccc2O[C@H]1CN(C)S(=O)(=O)c1ccc(F)cc1
  NSD2 block: 1
C[C@@H]1CN([C@@H](C)CO)C(=O)c2cc(NC(=O)Nc3ccc(C(F)(F)F)cc3)ccc2O[C@@H](C)CCCCO[C@@H]1CN(C)C
  NSD2 block: 9
COc1ccc(S(=O)(=O)N(C)C[C@H]2Oc3ccc(NC(=O)Nc4ccc(C(F)(F)F)cc4)cc3CC(=O)N([C@H](C)CO)C[C@@H]2C)cc1
  NSD2 block: -6
O=C(C[C@H]1C[C@H]2c3cc(NC(=O)C4CCC4)ccc3O[C@H]2[C@H](CO)O1)NCc1cccnc1
  NSD2 block: 6
C[C@H]1CN([C@@H](C)CO)C(=O)c2cccc(NC(=O)c3cnccn3)c2O[C@@H]1CN(C)C(=O)Nc1ccc2c(c1)OCO2
  NSD2 block: 11
CC(C)NC(=O)Nc1ccc2c(c1)C(=O)N([C@H](C)CO)C[C@H](C)[C@@H](CN(C)S(=O)(=O)c1ccccc1)OCCCC[C@H](C)O2
  NSD2 block: -11
C[C@@H]1CN([C@H](C)CO)C(=O)CCCn2nncc2CO[C@H]1CN(C)S(=O)(=O)c1ccccc1
  NSD2 block: 5
C[C@H]1CN([C@@H](C)CO)C(=O)Cc2cc(NC(=O)C3CCCCC3)ccc2O[C@H]1CN(C)Cc1ccncc1
  NSD2 block: 5
C[C@H](CO)N1C[C@H](C)[C@H](CN(C)C(=O)c2ccccc2F)Oc2ncc(C#CC(C)(C)O)cc2C1=O
  NSD2 block: 2
C[C@@H]1CN([C@@H](C)CO)C(=O)Cc2cc(NC(=O)Cc3cn(C)c4ccccc34)ccc2O[C@@H]1CN(C)C(=O)NC1CCCCC1
  NSD2 block: 2

C[C@H](CO)N1C[C@H](C)[C@H](CN(C)Cc2ccncc2)Oc2ncc(C#CCC3CCCCC3)cc2C1=O
  NSD2 block: -3
COc1ccc(NC(=O)N(C)C[C@H]2Oc3ccc(NC(=O)NC4CCCCC4)cc3C(=O)N([C@H](C)CO)C[C@@H]2C)cc1
  NSD2 block: 2
C[C@H]1CN([C@@H](C)CO)C(=O)c2cc(NC(=O)C3CCCCC3)ccc2O[C@@H]1CN(C)Cc1ccc(Oc2ccccc2)cc1
  NSD2 block: 2
C[C@@H]1CN([C@H](C)CO)C(=O)c2cc(C#CC(C)(C)O)cnc2O[C@H]1CN(C)C(=O)c1ccccc1F
  NSD2 block: 2
COC(=O)C1=C/c2ccccc2C(C)N(Cc2ccc(OC)cc2)/C=C\1C(=O)OC (stereo not drawn)
  NSD2 block: -1
C[C@H](CO)N1C[C@H](C)[C@H](CN(C)Cc2ccc(-c3ccccc3)cc2)Oc2ccc(NC(=O)Nc3ccc(F)cc3)cc2CC1=O
  NSD2 block: -5
C[C@H]1CN([C@@H](C)CO)C(=O)c2cc(C3=CCCC3)cnc2O[C@H]1CN(C)C(=O)CN1CCOCC1
  NSD2 block: -5
CC(C)NC(=O)Nc1ccc2c(c1)CC(=O)N([C@H](C)CO)C[C@H](C)[C@@H](CN(C)CC1CC1)O2
  NSD2 block: 0
C/C=C/c1ccc2c(c1)O[C@@H](CN(C)C(=O)CC)[C@@H](C)CN([C@H](C)CO)S2(=O)=O
  NSD2 block: 4
C[C@H]1CN([C@@H](C)CO)C(=O)c2cc(C#CC(C)(C)O)cnc2O[C@H]1CN(C)C(=O)C1CCOCC1
  NSD2 block: 1
CCN(CC)CCCCCCCCOC(=O)c1cc(OC)c(OC)c(OC)c1
  NSD2 block: 12
CNC[C@@H]1OCCCC[C@@H](C)Oc2ccc(NS(=O)(=O)c3c(C)noc3C)cc2C(=O)N([C@@H](C)CO)C[C@H]1C
  NSD2 block: -6
C[C@@H]1CCCCO[C@H](CN(C)C(=O)NC2CCCCC2)[C@@H](C)CN([C@H](C)CO)C(=O)c2cc(NS(=O)(=O)c3cccs3)ccc2O1
  NSD2 block: -2
COc1ccc(CN(C)C[C@H]2Oc3c(NC(=O)c4ccc(-c5nccs5)cc4)cccc3C(=O)N([C@@H](C)CO)C[C@@H]2C)cc1
  NSD2 block: 3
C[C@@H]1CN([C@@H](C)CO)C(=O)c2cccc(NC(=O)C3CC3)c2O[C@@H]1CN(C)S(=O)(=O)c1ccccc1
  NSD2 block: 4

Among those listed so far, these contain a Cl atom.
C[C@@H]1CN([C@@H](C)CO)C(=O)c2cccc(NS(=O)(=O)c3ccc(Cl)cc3)c2O[C@@H]1CN(C)S(=O)(=O)c1ccccc1
  NSD2 block: -3
C[C@@H]1CN([C@@H](C)CO)C(=O)CCCn2cc(nn2)CO[C@H]1CN(C)S(=O)(=O)c1ccc(Cl)cc1
  NSD2 block: -2
COc1ccc(NC(=O)Nc2cccc3c2O[C@@H](CN(C)S(=O)(=O)c2ccc(Cl)cc2)[C@H](C)CN([C@H](C)CO)C3=O)cc1
  NSD2 block: -4

More entries follow.
CC(C)OC(=O)N(C)C[C@@H]1OCc2ccccc2-c2c(n(C)c3ccccc23)C(=O)N([C@@H](C)CO)C[C@@H]1C
  NSD2 block: 0
C/C=C/c1cnc2c(c1)C(=O)N([C@H](C)CO)C[C@@H](C)[C@H](CN(C)C(=O)Nc1ccccc1F)O2
  NSD2 block: 31
C[C@@H]1CN([C@H](C)CO)C(=O)Cc2cc(NC(=O)Cn3cnnn3)ccc2O[C@H]1CN(C)C(=O)Nc1cccc2ccccc12
  NSD2 block: 1
CCO[C@@H]1OC(C(=O)Nc2ccccc2)=C[C@H](c2coc3ccccc3c2=O)[C@H]1CCCO
  NSD2 block: 5
C[C@@H]1CCCCO[C@@H](CN(C)C(=O)NC2CCCCC2)[C@H](C)CN([C@@H](C)CO)C(=O)c2cc(NC(=O)NC3CCCCC3)ccc2O1
  NSD2 block: -2
COc1ccccc1-c1cnc2c(c1)C(=O)N([C@H](C)CO)C[C@H](C)[C@H](CN(C)CC1CCOCC1)O2
  NSD2 block: 0
C[C@H](CO)N1C[C@H](C)[C@@H](CN(C)S(C)(=O)=O)OCCCC[C@H](C)Oc2ccc(NC(=O)Nc3ccc4c(c3)OCO4)cc2C1=O
  NSD2 block: 2
C[C@H]1CN([C@@H](C)CO)S(=O)(=O)c2ccc(/C=C/c3ccccc3)cc2O[C@H]1CN(C)C(=O)c1ccc2c(c1)OCO2
  NSD2 block: 3
COc1ccc(S(=O)(=O)Nc2ccc3c(c2)C(=O)N([C@@H](C)CO)C[C@H](C)[C@H](CN(C)S(=O)(=O)c2ccc(F)cc2)OCCCC[C@@H](C)O3)cc1
  NSD2 block: -1
C[C@@H]1CCCCO[C@@H](CN(C)S(=O)(=O)c2ccc(Cl)cc2)[C@@H](C)CN([C@@H](C)CO)C(=O)c2cc(NS(=O)(=O)c3cn(C)cn3)ccc2O1
  NSD2 block: 2
C[C@H]1CN([C@@H](C)CO)C(=O)Cc2cc(NS(=O)(=O)c3ccc(F)cc3)ccc2O[C@H]1CN(C)C(=O)Nc1ccc2c(c1)OCO2
  NSD2 block: 2
Cc1ccc(-c2cnc3c(c2)C(=O)N([C@@H](C)CO)C[C@H](C)[C@H](CN(C)C(=O)Cc2ccccc2)O3)cc1
  NSD2 block: -7
COCCNC(=O)C[C@@H]1C=C[C@H](NC(=O)NC2CCCCC2)[C@H](CO)O1
  NSD2 block: 1
C[C@H]1CN([C@@H](C)CO)C(=O)CCCn2nncc2CO[C@@H]1CN(C)C(=O)c1ccccc1
  NSD2 block: -3
CNC[C@H]1Oc2ccc(NC(=O)Nc3ccc(C(F)(F)F)cc3)cc2C(=O)N([C@@H](C)CO)C[C@H]1C
  NSD2 block: 3

C[C@H]1CN([C@@H](C)CO)C(=O)c2cc(-c3cccnc3)cnc2O[C@H]1CN(C)S(C)(=O)=O
  NSD2 block: -8
CCS(=O)(=O)N[C@@H]1CC[C@@H](CC(=O)N2CCCCC2)O[C@@H]1CO
  NSD2 block: 8
C[C@H](CO)N1C[C@H](C)[C@@H](CN(C)Cc2cncnc2)Oc2cc(Br)ccc2S1(=O)=O
  NSD2 block: 0
CCCN(C)C[C@@H]1OCCCC[C@@H](C)Oc2ccc(NS(=O)(=O)c3cccs3)cc2C(=O)N([C@@H](C)CO)C[C@@H]1C
  NSD2 block: 2
CNC[C@H]1Oc2ccc(NC(=O)Nc3ccc(C(F)(F)F)cc3)cc2CC(=O)N([C@H](C)CO)C[C@@H]1C
  NSD2 block: -4
C[C@@H]1CN([C@@H](C)CO)C(=O)c2cc(NS(=O)(=O)c3cn(C)cn3)ccc2O[C@@H](C)CCCCO[C@@H]1CN(C)Cc1ccc2c(c1)OCO2
  NSD2 block: 8
